D2 potentiator: HTS Assay for Positive Allosteric Modulators of the Human D2 Dopamine Receptor: Primary Screen for Potentiators; HEK293 T-REx D2, calcium flux, EC20 dopamine potentiation; potentiation, % at 10 µM; actives 0.34% (n = 340,000);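 active = potentiation over 3 SD above the plate norm, cut at about 30% in these data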; note: 0% is about no effect
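Tetracycline-induced HEK293 T-REx cells force-coupled to calcium signalling expressed D2; compounds were pin-added after a 10 s baseline, read kinetically 180 s, then an EC20 dopamine challenge followed with a further 180 s calcium read.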
D1 potentiator: Potentiators of Human D1 Dopamine Receptor: qHTS; HEK293 TREx D1 cells, calcium flux, dopamine EC20 potentiation; AID 504651, 2011; actives 0.036% (n = 360,000); potentiation, % at 10 µM; in the data active = potentiation above about 30%; note: 0% is about no effect
Target sequence (P21728 whole entry, looked up): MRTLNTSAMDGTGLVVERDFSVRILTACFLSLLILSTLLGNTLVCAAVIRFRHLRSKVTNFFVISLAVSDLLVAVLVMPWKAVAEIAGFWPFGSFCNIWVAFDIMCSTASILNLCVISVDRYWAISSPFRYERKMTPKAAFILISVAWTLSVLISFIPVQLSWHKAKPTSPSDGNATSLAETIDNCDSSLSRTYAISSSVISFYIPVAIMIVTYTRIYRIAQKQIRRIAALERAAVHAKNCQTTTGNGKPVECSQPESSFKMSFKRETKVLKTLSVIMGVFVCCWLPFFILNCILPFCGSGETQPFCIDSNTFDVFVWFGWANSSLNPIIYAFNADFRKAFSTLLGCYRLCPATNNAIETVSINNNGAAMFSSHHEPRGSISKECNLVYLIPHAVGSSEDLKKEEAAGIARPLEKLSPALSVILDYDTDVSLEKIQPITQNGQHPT
RXFP1 antag: qHTS Assay for Antagonists of the Relaxin Receptor RXFP1; Relaxin receptor 1 (Homo sapiens), Q9HBX9; activity change, negative = inhibition, % at 57.5 µM; actives 0.59% (n = 350,000); HEK293-RXFP1, relaxin-stimulated cAMP HTRF, 30 min; active compounds read low;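 active = activity change of -60% or lower, but not beyond a set lower limit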; note: % is set by controls: 0 for no effect and ±100 for the full control effect
TRHR ag: qHTS for Small Molecule Agonists and Allosteric Enhancers of Human TRH Receptor: Primary Screen for Agonists | Thyrotropin-releasing hormone receptor (Homo sapiens), P34981 | TRHR cells, calcium flux fluo-8, FDSS agonist mode | activation, % at 2 µM | actives 0.18% (n = 360,000); note: 0% is about no effect
Target sequence (P34981 whole entry, looked up): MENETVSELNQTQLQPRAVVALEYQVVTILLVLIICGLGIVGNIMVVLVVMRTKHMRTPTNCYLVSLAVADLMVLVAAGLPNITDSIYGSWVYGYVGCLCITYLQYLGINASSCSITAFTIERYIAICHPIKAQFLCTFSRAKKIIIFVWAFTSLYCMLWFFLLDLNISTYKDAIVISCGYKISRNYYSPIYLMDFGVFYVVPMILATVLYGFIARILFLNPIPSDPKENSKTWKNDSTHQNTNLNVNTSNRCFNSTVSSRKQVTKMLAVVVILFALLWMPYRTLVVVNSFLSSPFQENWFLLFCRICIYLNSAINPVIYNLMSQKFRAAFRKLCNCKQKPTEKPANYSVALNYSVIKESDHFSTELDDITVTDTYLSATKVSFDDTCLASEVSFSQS
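In this calcium-flux screen, cells bearing human TRHR are dye-loaded with fluo-8, baselined for 10 cycles, then exposed to library compounds; positive kinetic calcium responses during the agonist phase mark hits, with TRH as control.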
D2 agonist: HTS Assay for Allosteric Agonists of the Human D2 Dopamine Receptor: Primary Screen for Agonists; activation, % at 2 µM; HEK293 T-REx D2 cells, calcium flux agonist mode; actives 0.53% (n = 340,000);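 active = activation over 3 SD above normal in the single-dose calcium agonist read, cut at about 30% in these data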; note: 0% is about no effect
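HEK293 Trex D2 cells, tetracycline-induced, o/n 30 C 5% CO2; no-wash Ca dye, RT 30–90 min; 10-cycle baseline, 23 nl cpd added, kinetic Ca read 180 s; agonist hits = positive Ca response.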
TRHR enhancer: qHTS for Small Molecule Agonists and Allosteric Enhancers of Human TRH Receptor: Primary Screen for Enhancers; Thyrotropin-releasing hormone receptor (Homo sapiens), P34981; TRHR cells, fluo-8 calcium fluorescence, EC20 TRH enhancement; enhancement, % at 2 µM; actives 0.66% (n = 360,000); AID 493056, 2011; in the data active = enhancement above about 30%; note: 0% is about no effect
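TRHR-expressing cells loaded with fluo-8 calcium dye were read kinetically (ex 480/em 530) during compound addition, then stimulated with an EC20 of TRH (10 nM final). Enhancement of the Gq-mediated intracellular calcium response was scored.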
D1 antag: Antagonist of Human D 1 Dopamine Receptor: qHTS. AID 504652, 2011. actives 3.2% (n = 360,000). HEK293 TREx D1 cells, calcium flux, dopamine EC80; active compounds read low. activity change, negative = inhibition, % at 10 µM; in the data active = activity change below about -30%; note: % is set by controls: 0 for no effect and ±100 for the full control effect
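Allosteric or orthosteric antagonism assessed as attenuation of the calcium response to EC80 dopamine, added 180 s after compound, in induced HEK293 Trex D1 cells loaded with no-wash calcium dye.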
D1 ag: Allosteric Agonists of the Human D1 Dopamine Receptor: qHTS; D(1A) dopamine receptor (Homo sapiens), P21728; HEK293 T-REx D1 cells, calcium flux, agonist mode; activation, % at 2 µM; actives 1% (n = 360,000); note: 0% is about no effect
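Tetracycline-induced HEK293 TREx D1 cells, force-coupled to calcium signalling, were dye-loaded with a no-wash calcium kit. Compound was pin-added after a 10 s baseline. Fluorescence was read kinetically at 1 cycle/s for 180 s, with calcium rises flagged as agonism.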
D2 antagonist: HTS Assay for Allosteric Antagonists of the Human D2 Dopamine Receptor: Primary Screen for Antagonists; inhibition, % at 10 µM; HEK293 TREx D2 cells, calcium flux, dopamine EC80; actives 2% (n = 340,000); AID 485344, 2010; D(2) dopamine receptor (Homo sapiens), P14416; in the data active = inhibition above about 30%; note: 0% is about no effect
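Tetracycline-induced HEK293 TREx cells expressing D2 receptor forced-coupled to calcium signalling, loaded with no-wash calcium dye. Compounds added and calcium flux read 180 s, then dopamine added at EC80 and read a further 180 s.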
* hit, by the source's call; . = no result given. Cut-off read from the data, not from the text of the source, unless noted: active = activation above about 30%; inactive = the rest.

Under each structure: D2 potentiator, D1 potentiator, RXFP1 antag, TRHR ag, D2 agonist, TRHR enhancer, D1 antag, D1 ag, D2 antagonist
COc1cccc(C(=O)OCCCN(C)C)c1
 : 6, -4, 10, 0.0, -0.8, -3, 7, 3, -2
O=[N+]([O-])c1ccc2c(c1)oc1ccccc12
 : 11, -8, -12, -0.3, -0.2, -4, -6, 3, -3
CCOc1ccc(-c2nn(-c3ccccc3)cc2/C=C2\SC(=S)N(C3CCS(=O)(=O)C3)C2=O)cc1 (configuration not stated)
 : -3, -7, -12, 4.5, 2.9, 3, 8, 19, -1
Cn1nccc1NS(=O)(=O)c1ccc(NC(=O)C(F)(F)F)cc1
 : 1, -1, -10, 1.0, -0.5, 6, -12, 3, -19
CCOc1ccccc1N1CSC2=C(C#N)C(c3c(OC)ccc4ccccc34)CC(=O)N2C1 (configuration not stated)
 : -10, -3, -12, 1.4, ., 1, -11, 1, .
C/C(=N\NC(N)=S)C1(C)CC2(CC(C)(C)OC2=O)C(=O)O1 (configuration not stated)
 : 0, -1, 1, 0.3, 0.1, 4, 9, 1, -31
CCOC(=O)C1=C(C)Nc2ncnn2C1c1cc(Br)ccc1F (configuration not stated)
 : -20, 3, 12, -0.5, ., -1, -33*, -1, .
O=C(CNC(=O)c1ccncc1)N/N=C/c1cc(Br)ccc1OCc1ccccc1
 : -8, 2, -28, -0.3, -1.4, -5, 4, 2, -2
COCCNC(=O)C1CC(=O)N(c2ccc(OC)cc2)C1c1ccc(OC)cc1 (configuration not stated)
 : ., -3, -18, 0.7, -0.6, 8, 14, 2, 14
Cc1cc(SCC(=O)OCC(=O)NC(C)c2ccccc2)c(C)cc1Br (configuration not stated)
 : 0, -1, 1, 0.4, 0.5, 14, -41*, 8, 6
O=C(/C=C/c1ccccc1)CC(=O)c1ccccc1O
 : ., 4, 7, 1.4, ., 0, -7, 6, .
O=C1NC(=O)C2(CCc3ccccc32)N1 (configuration not stated)
 : -6, -1, -3, -0.1, 0.5, -1, 6, 1, 15
Cc1ccc(C)c(NC(=O)c2cnc3sc(N4CCOCC4)nn3c2=O)c1
 : 13, -3, -19, -0.7, 0.0, -1, 6, 1, .
CC(C)Cc1nnc(NC(=O)CCC(=O)NC2CCCCCC2)s1
 : 7, 2, -9, -0.2, 0.3, 6, -10, 3, -7
COc1ccc(-c2nn3c(-c4ccccc4C)nnc3c3ccccc23)cc1
 : -5, -2, -25, -0.3, -0.8, -3, -19, 3, .
CCCc1c2ccccc2nc2ccccc12
 : -2, -2, 7, -0.5, -1.4, -1, -20, 4, 6
COC(=O)[C@H](Cc1c[nH]c2ccccc12)NC(=O)NCc1ccc(OC)c(OC)c1
 : 2, 0, 12, 0.4, 1.9, 1, 1, 4, -5
CC(C)Oc1cccc(C(=O)C2CCCN(Cc3cccn3-c3ccccn3)C2)c1 (configuration not stated)
 : 0, -10, -17, 0.4, 1.0, -7, -19, 20, -4
CCCCN1C(=O)C(=O)N(CC(=O)c2cc(C)n(-c3cc(C)on3)c2C)C1=O
 : 11, ., -5, -0.1, -0.9, 3, -24, 11, 14
CC1(C)C2CC[C@]1(C)C(=O)N(CCCCN1CCN(c3ccccn3)CC1)C2=O
 : -21, -6, -3, -0.6, 86*, 1, 3, 4, 116*

A run of entries from the list above, for reference:
Under each structure: D2 potentiator, D1 potentiator, RXFP1 antag, TRHR ag, D2 agonist, TRHR enhancer, D1 antag, D1 ag, D2 antagonist
COc1cccc(C(=O)OCCCN(C)C)c1
 : 6, -4, 10, 0.0, -0.8, -3, 7, 3, -2
O=[N+]([O-])c1ccc2c(c1)oc1ccccc12
 : 11, -8, -12, -0.3, -0.2, -4, -6, 3, -3

(next part)
Under each structure: D2 potentiator, D1 potentiator, RXFP1 antag, TRHR ag, D2 agonist, TRHR enhancer, D1 antag, D1 ag, D2 antagonist
COc1ccc(CCNc2ncccc2C#N)cc1OC
 : 1, -1, -1, 1.1, -0.3, 14, 3, 1, -25
O=C(O)c1cccc(CN2C(=O)S/C(=C/c3cccc([N+](=O)[O-])c3)C2=O)c1
 : 4, -8, -38, 0.1, -0.5, -1, 11, -1, 34*
O=C(NCCCN1CCCC1=O)c1cc(S(=O)(=O)N2CCOCC2)ccc1Cl
 : 11, 4, -4, 0.2, 1.0, 0, 6, 4, -1
COc1ccc(N2CCN(C(CNC(=O)C(C)(C)C)c3ccco3)CC2)cc1 (configuration not stated)
 : ., -2, 22, 0.1, ., 5, 17, 0, .
COc1cc(NS(=O)(=O)c2ccc3c(c2)oc(=O)n3C)cc(OC)c1OC
 : 3, ., -1, -0.2, 0.3, -4, 5, 2, -10
COc1ccc(C(CNC(=O)Cc2ccc3ccccc3c2)N(C)C)cc1 (configuration not stated)
 : -9, -5, -4, 0.3, 0.3, -1, -1, 4, -10
O=C(Nc1ccc(Cl)cc1)Nc1ccc(N2CCC(C(F)(F)F)CC2)nc1
 : 7, 0, -6, 0.6, 0.2, -7, 4, 3, -1
O=S(=O)(c1ccc(Br)cc1)N1CCCN(Cc2cccc(F)c2)CC1
 : -2, -3, -20, -0.8, -3.8, -5, 5, 6, 5
O=C(CCC1CCCC1)Nc1ccccc1-c1ccccc1
 : 2, -10, -21, 3.6, 2.2, -8, -14, 1, 2
Cc1ccc(Cn2c(CNC(=O)Cc3cccc([N+](=O)[O-])c3)nc3cccnc32)cc1
 : -6, -2, 5, -1.0, -1.2, -3, 3, 4, .
C=CCN=C1NN=C(c2ccc3c(c2)OCCO3)CS1
 : 3, -3, -8, -0.2, 3.7, -2, 0, 3, 3
O=C(NCCc1c[nH]c2ccccc12)C(=O)NCC(c1ccco1)N1CCN(c2ccc(F)cc2)CC1 (configuration not stated)
 : 15, 1, -20, -0.1, -2.4, 10, 5, 2, -5
O=C(c1ccc(OC2CCN(CCc3ccccc3)CC2)cc1)N1CCC(CO)CC1
 : 11, -14, 7, -0.7, -2.2, 3, -44*, 14, 8
Nc1nc(NCc2ccccc2)nc(-c2ccccc2)n1
 : 0, -3, 3, 1.9, 0.4, 0, -20, 1, -4
CC1CCN(CCCNC(=O)C2CCC(CNS(=O)(=O)c3cccc4nsnc34)CC2)CC1 (configuration not stated)
 : 14, 3, -9, 0.5, 0.3, 9, -5, 0, 10
COc1ccc(C(=O)n2ncc(C#N)c2N)cc1
 : 9, -3, -15, 9.3, -6.5, 1, 8, 1, -12
Cc1ccc(CNC(=O)CCNC(=O)c2ccc(Br)o2)cc1
 : -11, 0, 5, -0.1, -1.2, -6, -9, 1, 1
O=C(CCCCn1c(=O)c2ccccc2n(Cc2ccccc2F)c1=O)NCc1ccccc1Cl
 : 6, 2, ., -0.3, 0.8, 0, -23, 0, .
Cc1ccc(S(=O)(=O)N(C)C)cc1NC(=O)COC(=O)Cc1ccc(Br)cc1
 : ., -7, -1, -1.4, ., -6, 6, 7, .
Clc1cccc(Cl)c1Cn1cnc2c(N3CCCCCC3)ncnc21
 : 0, -2, 11, -0.1, ., 2, 0, 0, .

Given bar-delimited: entries from further up
Compound | D2 potentiator | D1 potentiator | RXFP1 antag | TRHR ag | D2 agonist | TRHR enhancer | D1 antag | D1 ag | D2 antagonist
COc1ccc(N2CCN(C(CNC(=O)C(C)(C)C)c3ccco3)CC2)cc1 (configuration not stated) | . | -2 | 22 | 0.1 | . | 5 | 17 | 0 | .
COc1cc(NS(=O)(=O)c2ccc3c(c2)oc(=O)n3C)cc(OC)c1OC | 3 | . | -1 | -0.2 | 0.3 | -4 | 5 | 2 | -10

Part of the list above, showing only D2 potentiator and TRHR enhancer.
SMILES | D2 potentiator | TRHR enhancer
Cc1ccc(Cn2c(CNC(=O)Cc3cccc([N+](=O)[O-])c3)nc3cccnc32)cc1 | -6 | -3
C=CCN=C1NN=C(c2ccc3c(c2)OCCO3)CS1 | 3 | -2

Printed as active in D2 antagonist, among the entries above:
smiles | D2 potentiator | D1 potentiator | RXFP1 antag | TRHR ag | TRHR enhancer | D1 antag | D1 ag | D2 antagonist
CC1(C)C2CC[C@]1(C)C(=O)N(CCCCN1CCN(c3ccccn3)CC1)C2=O | -21 | -6 | -3 | -0.6 | 1 | 3 | 4 | 116*
O=C(O)c1cccc(CN2C(=O)S/C(=C/c3cccc([N+](=O)[O-])c3)C2=O)c1 | 4 | -8 | -38 | 0.1 | -1 | 11 | -1 | 34*

The list goes on.
Under each structure: D2 potentiator, D1 potentiator, RXFP1 antag, TRHR ag, D2 agonist, TRHR enhancer, D1 antag, D1 ag, D2 antagonist
CCOc1ccc(NC(=O)CC2C(=O)N(c3ccc(OC)cc3)C(=O)N2CCc2ccc(OC)c(OC)c2)cc1 (configuration not stated)
 : -6, 1, -3, -1.0, -1.2, -1, 2, 3, 0
O=[N+]([O-])c1ccc2c(c1)nc1n2CCCCC1
 : -7, -15, 8, -0.3, 0.7, 11, 14, 1, 3
CCCCC(=O)NC(c1ccccc1)c1ccc2cccnc2c1O (configuration not stated)
 : 5, 0, -21, 0.9, 0.7, -2, -7, 20, 0
CSc1ccccc1NC(=O)CNCCCN1CCOCC1
 : -8, -5, -7, 0.6, 0.7, -9, -17, 4, 8
CCN1C(=O)/C(=C\C=C2/C=CC=CN2CC)SC1=S
 : 10, -9, -16, 0.3, 0.9, -4, -1, 3, 9

Screening data as filed in PubChem.
